Vif-A3F inh: blocks the Vif interaction with APOBEC3F | HeLa A3F-eYFP + Vif (tagged APOBEC3F with the HIV-1 protein that degrades it), YFP fluorescence increase | Potency, µM (series often up to 46.1 µM), for the others: at the top dose activity, negative = active | 390,000 tested, 0.2% active | AID 602313; further: % of control where 0% means no effect; nearly all actives have a fitted effect of over 65% in size
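HeLa cells stably expressing A3F-eYFP plus Vif, plated and incubated overnight at 37 deg C, then exposed to compounds overnight at 37 deg C. Blocked degradation read as raised yellow fluorescence (Ex 488/Em 500-530).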
RGS4 inhibitor: inhibitors of human regulator of G protein signaling 4; P49798; Transcreener GDP fluorescence polarization, RGS4-accelerated GTP hydrolysis; Potency, µM (highest dose often 114 µM), without a hit: top-dose activity change, negative = inhibition, actives largely listed as inhibitors; 390,000 tested, 0.039% active; AID 504845; further: on the % scale 0 is the no-effect control and ±100 the full control effect; nearly all actives have a fitted effect of over 75% in size; some results filed as inactive show a strong effect at the top dose
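MLSMR compounds (23 nl, pin-transferred) preincubated 10 min at room temperature with a 500nM (2x) first reagent, then RGS4 at 900nM (2x) plus Transcreener GDP mix added; fluorescence polarization (620/688 nm) read before and after 90 min at 30 °C.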
TrxR1 substrate: rat thioredoxin reductase 1 substrate activity; O89049; 390,000 tested, 0.01% active; Potency, µM (doses to about 114 µM), for the others: at the highest dose activity change, negative = substrate turnover; AID 588456; purified TrxR1 substrate turnover, NADPH consumption readout; further: on the % scale 0 is the no-effect control and ±100 the full control effect; nearly all actives have a fitted effect of over 50% in size
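Rat TrxR1, dispensed at 90 nM, was prereduced with 400 uM NADPH (final) for 5 min at ~22 deg C, then incubated with compound 15 min before 400 uM selenite. A first-read NADPH fluorescence drop versus no-compound background flagged substrates.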
USP1-UAF1 inh: USP1/UAF1 (human) deubiquitinase inhibition. AID 743255. recombinant USP1/UAF1, Ub-Rhodamine cleavage fluorescence. 390,000 tested, 0.23% active. O94782. Potency, µM (doses to about 57.1 µM), for the others: top-dose activity change, negative = inhibition, hits mostly inhibitors; further: on the % scale 0 is the no-effect control and ±100 the full control effect; nearly all actives have a fitted effect of over 60% in size; inactives centre near -12
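High-throughput fluorogenic screen: 1nM USP1/UAF1 complex, Ub-Rho substrate 150nM final, 50mM HEPES pH 7.8 with 0.5mM EDTA, 0.1 mg/ml BSA, 1mM TCEP and 0.01% Tween-20.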
12-LOX inh: blocks human arachidonate 12S-lipoxygenase; P18054; purified 12hLO, xylenol orange hydroperoxide absorbance; Potency, µM (doses to about 108 µM), without a hit: top-dose activity change, negative = inhibition, hits mostly inhibitors; 580,000 tested, 1.1% active; further: on the % scale 0 is the no-effect control and ±100 the full control effect
Target sequence (P18054 whole entry, looked up): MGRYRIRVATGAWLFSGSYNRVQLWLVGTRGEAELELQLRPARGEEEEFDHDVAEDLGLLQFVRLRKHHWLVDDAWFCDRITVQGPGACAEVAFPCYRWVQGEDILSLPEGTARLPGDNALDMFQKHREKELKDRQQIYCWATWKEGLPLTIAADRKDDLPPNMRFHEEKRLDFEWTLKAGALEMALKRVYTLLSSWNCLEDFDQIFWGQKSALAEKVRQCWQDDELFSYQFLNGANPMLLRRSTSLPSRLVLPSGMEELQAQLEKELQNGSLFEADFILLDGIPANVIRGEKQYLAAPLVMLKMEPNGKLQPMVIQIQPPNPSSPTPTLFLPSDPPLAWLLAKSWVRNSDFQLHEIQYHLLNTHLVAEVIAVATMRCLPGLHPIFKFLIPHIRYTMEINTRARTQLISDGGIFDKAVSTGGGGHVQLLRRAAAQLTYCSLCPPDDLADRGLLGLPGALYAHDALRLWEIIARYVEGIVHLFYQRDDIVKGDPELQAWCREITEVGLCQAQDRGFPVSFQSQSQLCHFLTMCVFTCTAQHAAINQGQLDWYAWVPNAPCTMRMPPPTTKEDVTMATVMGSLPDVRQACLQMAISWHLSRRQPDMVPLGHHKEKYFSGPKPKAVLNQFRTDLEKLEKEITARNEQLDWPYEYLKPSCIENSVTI
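Hydroperoxide product was detected by ferrous iron/xylenol orange as the 573 to 405 nm absorbance ratio. Arachidonic acid at 40 uM (final) was turned over for 30 min at room temperature by 150 nM human 12hLO, pH 7.0 Hepes buffer, after 15 min compound preincubation.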
rTrxR1 inhibitor: rat TrxR1 inhibition; O89049; recombinant rTrxR1, NADPH fluorescence consumption, selenite substrate; Potency, µM (series often up to 114 µM), without a hit: top-dose activity change, negative = inhibition, most hits filed as inhibitors; 390,000 tested, 1% active; AID 588453; further: on the % scale 0 is the no-effect control and ±100 the full control effect; nearly all actives have a fitted effect of over 65% in size
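Rat TrxR1 (90 nM in the dispensed reagent) was pre-reduced with 400 uM NADPH for 5 min at room temperature, then incubated with compound for 15 min. After 400 uM selenite was added, NADPH fluorescence (Ex 340/Em 450 nm) was followed for 8 min.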
Vif-A3G inh: blocks the Vif interaction with human APOBEC3G; Q9HC16; HeLa A3G-eYFP + Vif (tagged APOBEC3G with the HIV-1 protein that degrades it), YFP fluorescence, overnight; Potency, µM (titrated, usually from 46.1 µM), for the others: at the top dose activity, negative = active, usual class: inhibitors; 410,000 tested, 0.076% active;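 further: on the % scale 0 is the no-effect control and ±100 the full control effect; nearly all actives have a fitted effect of over 60% in size; hits raise eYFP signal because A3G escapes Vif-driven loss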
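Read-out is eYFP fluorescence (Ex 488/Em 500-530) from Vif-expressing HeLa A3G-eYFP cells; more signal means A3G escaped Vif-mediated degradation. Cells plated overnight, compound pinned in, incubated overnight at 37 deg C.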
mIDH1 inhibitor: human IDH1 R132H inhibition; O75874; 390,000 tested, 0.093% active; IDH1-R132H enzyme, NADPH consumption, diaphorase/resazurin fluorescence; Potency, µM (titrated, usually from 76.6 µM), for the others: top-dose activity change, negative = inhibition, most hits filed as inhibitors; further: on the % scale 0 is the no-effect control and ±100 the full control effect; nearly all actives have a fitted effect of over 65% in size
Target sequence (O75874 whole entry R132H, stated change not applied): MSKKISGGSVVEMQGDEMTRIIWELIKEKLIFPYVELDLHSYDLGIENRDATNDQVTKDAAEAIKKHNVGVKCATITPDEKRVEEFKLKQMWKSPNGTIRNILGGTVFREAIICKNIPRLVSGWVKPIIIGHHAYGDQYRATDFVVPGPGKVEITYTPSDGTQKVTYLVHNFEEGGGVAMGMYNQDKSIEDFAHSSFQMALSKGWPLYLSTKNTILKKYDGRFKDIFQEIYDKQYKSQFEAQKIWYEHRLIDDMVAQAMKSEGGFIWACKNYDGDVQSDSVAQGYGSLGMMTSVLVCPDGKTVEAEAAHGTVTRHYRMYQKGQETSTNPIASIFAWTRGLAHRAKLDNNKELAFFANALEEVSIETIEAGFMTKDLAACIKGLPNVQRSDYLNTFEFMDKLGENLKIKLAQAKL
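IDH1-R132H (0.5 ug/mL) preincubated 30 min with compound, then NADPH (0.016 mM) and alpha-KG (2 mM) added; 80 min at RT, pH 7.5. Remaining NADPH coupled via diaphorase/resazurin to fluorescence (540/590 nm); concentration-response curves normalized to no-enzyme control.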
RXFP1 ag: RXFP1 (human) receptor agonism | Q9HBX9 | HEK293T-RXFP1 cAMP TR-FRET, 30 min; response scale: percent of porcine relaxin response, buffer zero | Potency, µM (series often up to 57.5 µM), inactives show at the highest dose activation, usual class: activators | 370,000 tested, 0.3% active | AID 2676; further: on the % scale 0 is the no-effect control and ±100 the full control effect; nearly all actives have a fitted effect of over 60% in size; many of its hits are not listed in these tables
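cAMP rise read by TR-FRET after 30 min, 37C compound exposure (up to 58 uM) in RXFP1-transfected HEK293 cells with Ro 20174 present. EC50 from Hill-equation fits, with 29 nM porcine relaxin as 100% and buffer as basal.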
Active calls of the source: *; i = inactive; ? = inconclusive; . = not tested or not shown; & = joins results of further samples; [ ] = remark or other dose. The call rests on the fitted dose curve; in most records, active means well fitted curve in the direction sought with a large enough effect; inconclusive means small, poorly fitted or top-dose-only effect, or another doubt; inactive means no such curve, though single readings can be large; an effect the other way counts as inactive or inconclusive. Potency means the concentration at half of the fitted maximal effect. A portion of the library; count on the stated rates, not on these rows.

Start of the listing, in advance, two compounds:
SMILES	Vif-A3F inh	RGS4 inhibitor	TrxR1 substrate	USP1-UAF1 inh	12-LOX inh	rTrxR1 inhibitor	Vif-A3G inh	mIDH1 inhibitor	RXFP1 ag
Cc1ccc(NC(=O)NNC(=O)c2cc3ccccc3cc2O)cc1	1%	2%	3%	-25%	i	31%	-14%	-13%	2.9%
C=CCN1C(=O)CN=C1Nc1ccc(OC)cc1OC	-4%	14%	-9%	4%	?	0%	0%	10%	-0.3%

The listing, repeating the preview:
SMILES	Vif-A3F inh	RGS4 inhibitor	TrxR1 substrate	USP1-UAF1 inh	12-LOX inh	rTrxR1 inhibitor	Vif-A3G inh	mIDH1 inhibitor	RXFP1 ag
Cc1ccc(NC(=O)NNC(=O)c2cc3ccccc3cc2O)cc1	1%	2%	3%	-25%	i	31%	-14%	-13%	2.9%
C=CCN1C(=O)CN=C1Nc1ccc(OC)cc1OC	-4%	14%	-9%	4%	?	0%	0%	10%	-0.3%
COC(=O)CCc1c(C)[nH]c(=S)[nH]c1=O	-18%	10%	0%	2%	?	?	2%	15%	-0.5%
O=C(CSc1nncn1-c1ccccc1)Nc1ccc(F)cc1F	2%	17%	-3%	-6%	-1%	4%	-5%	-7%	-0.9%
CCc1ccc2oc(-c3ccc(NC(C)=O)cc3)nc2c1	-20%	5%	87%[activator][57.1 µM]	-19%	9%	18%[57.1 µM]	-17%	7%	5.1%
COc1ccc(C2C(C#N)=C(C)NC3=C2S(=O)(=O)c2ccccc23)cc1 (stereo not given)	2%	11%	12%	-23%	133%[activator]	15%	-6%	-10%	3.8%
COc1ccc(/C=N/OCC(=O)N=Nc2c(O)[nH]c3ccc(Br)cc23)cc1	7%	5%	9%[57.1 µM]	-10%	-17%	43%[activator][57.1 µM]	-7%	5%	1.3%
Cc1cccc(NC(=O)CSc2nnc(-c3ccccc3C)o2)c1	-30%	15%	2%	-23%	-3%	9%	-7%	5%	-0.5%
COc1cc(-c2nc3sccn3c2Nc2cccc(C)c2)ccc1O	-8%	-17%	-2%	7%	0%	0%	?	-29%	?
CCOC(=O)NC1(C(F)(F)F)NC(=O)N(c2cccc(C(F)(F)F)c2)C1=O (stereo not given)	4%	-36%	-5%	-17%	-22%	-2%	0%	4%	0.4%
O=C(O)c1nccnc1C(=O)N1CCN(c2ccccc2)CC1	-19%	10%	-14%	-2%	-6%	-54%	2%	6%	2.8%
COc1ccc(N=C2SC(C(N)=O)CC(=O)N2CCc2ccc(OC)c(OC)c2)cc1 (stereo not given)	0%	-12%	-7%	-6%	?	-5%	-1%	10%	0.7%
O=C(Nc1ccccc1)Nc1cc(Cl)cc(Cl)c1	1%	-16%	-6%	-25%	?	10%	-11%	7%	-1.5%
CC(=O)Nc1ccc(NC(=O)c2sc3nc4n(c(=O)c3c2C)CCCCC4)cc1	-12%	-32%[56.9 µM]	-5%	-9%	-28%	1%	-2%	24%	8.3%
Cc1cc(C)c2c(N)c(C(=O)N3CCCCCC3)sc2n1	0%	-29%	8%[57.1 µM]	-20%	-20%	-15%	-1%	3%	4.0%
COc1ccc(-c2cn(-c3ccc(C)cc3)c(S(=O)(=O)CC(=O)Nc3ccccc3)n2)cc1	2%	-16%	-14%	-12%	0%	-14%[2.29 µM]	2%	5%	-1.1%
COc1ccccc1C(=O)NC1CC2CCCC(C1)N2Cc1ccccc1 (stereo not given)	-8%	.	.	-21%	-2%	.	-1%	12%	.
CCCCNS(=O)(=O)c1ccc2nc(NC(=O)c3cccnc3)sc2c1	?	-26%	3%[57.1 µM]	-12%	5%	12%[57.1 µM]	-28%	34%	11%
CCCC(=O)Nc1ccc(N2CCN(S(C)(=O)=O)CC2)cc1	-10%	-23%	0%	-15%	-22%	2%	-1%	-1%	1.6%
COc1ccccc1NC(=O)CCN1C(=O)C2C3CCC(C3)C2C1=O (stereo not given)	5%	-12%	-4%	-9%	-20%	-3%	-1%	0%	0.8%
CCCc1ccccc1OCCNC(=O)c1cc(=O)n(C)c(=O)n1C	-8%	-35%	-9%[57.1 µM]	-8%	3%	-4%[57.1 µM]	0%	-7%	1.0%
N#CCC(=O)Nn1c(=S)[nH]c2ccccc2c1=O	3%	-11%	11%	-7%	-2%	7%[57.1 µM]	-1%	-7%	3.4%
O=C(NCCSc1ncc(-c2ccc(F)cc2)[nH]1)c1ccco1	3%	-24%	-1%	-9%	-13%	-2%	-3%	4%	-0.1%
Cc1[nH]c(C)c(S(=O)(=O)N2CCCCC2)c1C(=O)N1CCCCC1	3%	-2%[11.4 µM]	7%	-19%	7%	24%	2%	-8%	0.3%
CC1CCC(NC(=O)CCCn2sc3ccccc3c2=O)CC1 (stereo not given)	3%	-28%[56.9 µM]	1%	-12%	0%	14%	0%	0%	2.0%
O=Cc1c(N2CCCCC2)nc2ccccn2c1=O	-5%	1%	3%[57.1 µM]	-8%	-6%	4%[57.1 µM]	-6%	-8%	17%
CCOc1ccc(N(C(C)C(=O)NCCSc2ccc(Cl)cc2)S(C)(=O)=O)cc1 (stereo not given)	-4%	-18%	-7%	-9%	-12%	2%	3%	9%	-1.0%
Cc1cc(C(=O)OCC(=O)c2cccc([N+](=O)[O-])c2)c2cccc(C)c2n1	-11%	29%	3%[57.1 µM]	-18%	-5%&9%	2%[57.1 µM]	-3%	1%	6.5%
Cc1onc(-c2c(Cl)cccc2Cl)c1C(=O)N=S(C)(=O)c1ccccc1 (stereo not given)	9%	-9%	5%[57.1 µM]	-2%	112%[activator]	?	-3%	14%	0.5%
COc1ccc2nc(NC(=O)c3ccc([N+](=O)[O-])o3)sc2c1	11%	16%	6%[57.1 µM]	?	0%	-2%[57.1 µM]	?	3%	-0.3%
COc1cc(C)ccc1OCCSc1nc2ccc(NC(=O)c3ccco3)cc2s1	4%	-9%	15%	-19%	0%	26%	2%	-4%	-0.3%
COc1cc(NC(=O)C(C)C)ccc1NC(=O)c1cc2ccccc2o1	7%	-14%	7%	-18%	17%	12%	1%	1%	2.8%
COc1ccc([C@H]2C(C(=O)O)=C[C@@H](C(C)(C)C)N2S(=O)(=O)c2ccc(C)cc2)cc1OC	4%	10%	-2%	-2%	i	23%	3%	5%[38.3 µM]	.
Cn1cc(CN2CCC(n3nccc3NC(=O)c3ccc4c(c3)OCO4)CC2)cn1	-1%	.	.	-10%	7%	.	-7%	-5%	.
CC(=O)OC/C=C(\C)CCC=C(C)C	1%	-12%	4%[57.1 µM]	-10%	-44%	3%[57.1 µM]	0%	18%	0.4%
O=C(CN1CCOCC1)Nc1cc([N+](=O)[O-])ccc1Cl	-1%	17%	13%[57.1 µM]	-18%	-2%	22%[57.1 µM]	2%	-3%	-1.0%
COC(=O)c1ccc2ccccc2n1	-1%	-6%	5%	-25%	.	13%	1%	2%	.
CC[C@H](C)[C@@H](NC(=O)O[C@@H]1C(=O)c2cc(Br)ccc2O[C@H]1c1cccc(OC)c1)C(=O)OC	9%	-8%	9%[57.1 µM]	?	.	36%[57.1 µM]	-12%	2%	3.1%
CC(C)NC(=O)CN1C(=O)c2cccnc2Sc2ccccc21	0%	-19%	2%[57.1 µM]	-8%	-3%	12%[57.1 µM]	2%	36%[activator]	-0.6%
Cc1cc(N2CCOCC2)nc(C(C)C)n1	-11%	9%	9%	-1%	-3%	15%[57.1 µM]	1%	1%	1.5%
CC(=O)C1=C(O)C(=O)N(c2ccc(S(N)(=O)=O)cc2)C1c1ccc([N+](=O)[O-])cc1 (stereo not given)	-1%	-9%	-20%	-5%	?	-29%	2%	9%	0.3%
CN1N=C(C(=O)N2CCCC(Nc3ccc(F)c(F)c3)C2)CCC1=O (stereo not given)	0%	-7%	-3%	-18%	i	-6%	0%	7%	-1.9%
COc1ccc(-n2c(SCC(=O)Nc3cccc(C)c3C)nc3c([nH]c4ccccc43)c2=O)cc1	-4%	-1%	0%[57.1 µM]	-9%	-5%	10%[57.1 µM]	4%	5%	0.6%
CCOc1ccccc1N1CCN(C(=O)c2ccc(OCC(=O)N3CCOCC3)c(OC)c2)CC1	-8%	4%	-3%	-23%	.	-7%	1%	-2%	-0.2%
CCC(=O)NC(Nc1c(C)n(C)n(-c2ccccc2)c1=O)C(Cl)(Cl)Cl (stereo not given)	-3%	-20%	0%	-16%	-10%	-24%	2%	3%	-1.3%
COc1ccc(N2CCN(C(=O)/C(C#N)=C/c3ccccc3)CC2)cc1	-5%	0%	6%	-28%	0%	13%	-1%	-1%	-0.4%
CC(C)NS(=O)(=O)c1ccc(CCC(=O)Nc2cc(Cl)ccc2Oc2ccccc2)cc1	2%	-15%	-12%[57.1 µM]	-21%	.	12%[57.1 µM]	-1%	2%	1.4%
COc1ccc(Br)cc1/C=N/Nc1cccc(C(=O)O)c1	-10%	-30%	1%	0%	?	-6%	-6%	-8%	-0.7%
COCCCN=C1NN=C(c2cc(C)n(-c3ccccc3F)c2C)CS1	-4%	27%[11.4 µM]	-9%	-3%	-16%	-5%	-17%	6%	-3.7%

Screening results from PubChem BioAssay.
